# Assay outcomes as filed in PubChem BioAssay.
# AID2073 – disruptors of CaV2.2 binding to Mint1 – biochemical, HTRF (AID 2073) | HTRF protein-protein interaction, Mint1-CaV2.2; higher % means a stronger effect | inhibition, % at 20 µM, or IC50 in µM where a hit was titrated | 290,000 compounds, 0.19% hits; in the data active means inhibition mostly above about 51%, no sharp cut-off; further: some results filed as inactive read as strong as hits
# Yfh1-depleted yeast – enhancers of respiration in Yfh1-depleted yeast, dose response, Friedreich's ataxia, plus single-dose screen (AID 1465) | S. cerevisiae Yfh1-off respiration, WST-1 reduction, 72 h; higher fold induction means a stronger effect | one-dose fold induction at 50 µM; EC50 in µM for titrated hits | 220,000 compounds, 0.074% hits;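 active means fold induction of absorbance versus untreated yeast above a set limit, then at least 30% activation at any dose in follow-up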;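 further: activators that raise dye reduction in frataxin-depleted yeast; strong numbers were not always called active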
# WT yeast gro inh – growth inhibition of WT yeast, mitochondrial fusion screen | mitochondrial fusion phenotypic screen, WT strain | 190,000 compounds, 2.1% hits | AID 1362 | inhibition, % at 10 µM; in the data active means inhibition above about 58%; tested in S. cerevisiae
# Autophagy mod – alters autophagy in cells. MEF GFP-LC3 puncta imaging; test concentration mostly 10 µM. calls only at 10 µM (by protocol). 190,000 compounds, 0.98% hits. AID 463193;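 active means percentage of spot-positive cells more than 3 SD above its plate mean, without a fluorescence outlier flag or 80% toxicity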;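 further: spot-positive cell cutoff set from DMSO-treated cells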
# Insulin prom up – MIN6 insulin promoter up-regulation; 190,000 compounds, 0.3% hits; MIN6 insulin promoter-GFP reporter, high-content imaging; hits give high values; z-score at 5 µM;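 active means z-score above 3 at 5 µM with at least 500 cells counted in the well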
# b-catenin transl – alters nuclear translocation of beta-catenin in HeLa cells; nuclear translocation activity, % at 5 µM; immunofluorescence imaging; 190,000 compounds, 0.3% hits;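 active means nuclear translocation activity above 50% at 5 µM, with a well cell count of 50 or more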;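 further: per-cell ratio of nuclear to cytoplasmic median beta-catenin stain intensity; plate controls were DMSO negative control for no effect and GSK-3 inhibitor IX positive control for full effect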
#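 System: HeLa cells, endogenous beta-catenin; compound dosing: 5 µM primary single dose, 0.1% DMSO, 0.02–20 µM confirmation series; incubation: 24 h compound exposure at 37°C, 5% CO2; signal: beta-catenin immunofluorescence imaging with DAPI; evaluation: % activation, nuclear-to-cytoplasmic median beta-catenin signal ratio per cell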
# MT stabilizer – microtubule stabilization, imaging screen | HeLa tubulin immunostaining HCS, 24 h; share of cells brighter than vehicle mean+2SD | % tubulin-high responders, % at 10 µM | 200,000 compounds, 0.83% hits | AID 2205;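 active means plate Z-score above 3 for both tubulin-high and condensed-nucleus cell shares, with cell loss under 80%, at 10 µM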;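 further: anti alpha tubulin signal scored within the nucleus-defined area of each cell; some results filed as inactive read as strong as hits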
# Dynein transport – dynein cargo transport inhibition; 3617.4 mouse cells, GR-EGFP nuclear translocation imaging; test concentration mostly 20 µM; stimulated with dexamethasone, 1 µM; hits give low values; z-score, hits read low; 220,000 compounds, 0.47% hits;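 active means plate z-score of nuclear minus cytoplasmic receptor signal below a set negative limit, without overly bright fluorescence or cell loss, cut at about -3.5 in these data, passing the limit was not always enough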;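 further: z-score of nuclear minus cytoplasmic ring GR-EGFP intensity difference per well; some compounds called inactive have numbers as strong as hits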
#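 medium = tetracycline-free induction medium containing charcoal-stripped FBS | probe or stimulus = dexamethasone, 1.0 µM final | timing = 48 h induction, then 1 h compound, then 30 min agonist, 37 °C | detection = automated 10x imaging of fixed Hoechst-stained cells | read-out basis = nuclear versus cytoplasmic GR-EGFP signal, averaged per well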
# HIV peptide binding – inhibitors of HIV fusion peptide binding, primary screen, biochemical, uHTS, fluorescence dequenching (AID 1986); 290,000 compounds, 0.3% hits; inhibition, % at 20 µM, or IC50 in µM where a hit was titrated; cell-free peptide binding, fluorescence dequenching, 30 min; higher % means a stronger effect; in the data active means inhibition mostly above about 52%, no sharp cut-off; inactive means mostly below about 76%; further: some results filed as inactive read as strong as hits
# WT yeast gro inh mutant strain – second read-out of WT yeast gro inh, no call of its own (marks repeat the call); inhibition, %; mitochondrial fusion phenotypic screen, mutant strain inhibition
# Dynein transport cytoplasmic EGFP – further read-out of Dynein transport, marked with its call; z-score; measured here: cytoplasmic GR-EGFP intensity; hits give high values
# Dynein transport nuclear GR-EGFP – further read-out of Dynein transport, marked with its call; z-score; measured here: nuclear GR-EGFP intensity;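 lower value marks the stronger effect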
# Dynein transport cell count – also measured in Dynein transport; calls as there; z-score; measured here: cell count per field
# Insulin prom up cell count – second read-out of Insulin prom up, no call of its own (marks repeat the call); cell count; measured here: cytotoxicity, nuclei count;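 total cells summed across four imaged fields per well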
# b-catenin transl cell count 5 µM – second read-out of b-catenin transl, no call of its own (marks repeat the call); cell count; measured here: cell count, cytotoxicity flag
# MT stabilizer Hoechst-high % – second read-out of MT stabilizer, no call of its own (marks repeat the call); % Hoechst-high responders; measured here: nuclear condensation Hoechst responders;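 share of cells brighter than vehicle mean plus two SD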
# MT stabilizer cytotoxicity % – second read-out of MT stabilizer, no call of its own (marks repeat the call); toxicity, %; measured here: cytotoxicity by cell density;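 0% = mean cell density of plate MIN control wells and 100% = no cells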
# Autophagy mod cell loss 18 h – also measured in Autophagy mod; calls as there; toxicity, %; measured here: cell loss, nuclei count;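 cell loss after 18 h compound exposure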
# Starred values were filed as active, the others as inactive; i = inactive; . = no result given. Hits appear at their usual frequency; any-hit rate near 4.2%.
SMILES,AID2073,Yfh1-depleted yeast,WT yeast gro inh,WT yeast gro inh mutant strain,Autophagy mod,Autophagy mod cell loss 18 h,Insulin prom up,Insulin prom up cell count,b-catenin transl,b-catenin transl cell count 5 µM,MT stabilizer,MT stabilizer Hoechst-high %,MT stabilizer cytotoxicity %,Dynein transport,Dynein transport cytoplasmic EGFP,Dynein transport nuclear GR-EGFP,Dynein transport cell count,HIV peptide binding
COc1ccc(C(=O)Nc2nc3ccc(S(C)(=O)=O)cc3s2)cc1,28%,.,-11,16,i,-5,0.17,1090,-3.1,1273,3.1,2.9,3.1,-0.17,-0.23,-0.17,0.69,2.6%
Cc1c(N2C(=O)/C(=C/c3cccc4ccccc34)SC2=S)c(=O)n(-c2ccccc2)n1C,.,i,.,.,i,0,.,.,.,.,0.4,1.3,6.7,-0.4,-0.12,-0.054,-0.36,.
COC(=O)c1c(NC(NC(=O)C(C)(C)C)C(Cl)(Cl)Cl)sc2c1CCC2 (stereo not drawn),16%,i,71*,36*,i,-20,-1.2,1302,3.4,1368,3.7,2.0,8.7,-0.084,-0.18,0.5,0.14,11%
O=C(O)C(Cc1ccc(O)cc1)N1C(=O)C2CCCCC2C1=O (stereo not drawn),15%,i,.,.,.,.,-0.41,1416,0.5,1279,.,.,.,0.097,-0.3,-0.37,1.2,-0.8%
Cc1ccc(N2CC(C(=O)N/N=C/c3cccc([N+](=O)[O-])c3)CC2=O)cc1 (stereo not drawn),-1%,i,-8,-1,i,2,-0.49,1835,-0.5,1045,1.7,1.7,9.8,-0.52,-0.22,-0.54,0.78,-1.0%
O=S(=O)(c1ccc(-c2nnc(SCc3nnc(-c4ccccc4)o3)o2)cc1)N1CCCC1,17%,i,-14,-43,i,1,-1.2,1113,-2.1,1010,3.6,3.5,7.9,-0.058,-0.13,0.33,-0.35,0.0%
O=C(COC(=O)C1(c2ccccc2F)CCCC1)NC1CCS(=O)(=O)C1 (stereo not drawn),-12%,i,-5,-6,i,-1,-0.91,1262,.,.,1.9,1.5,7.3,0.49,-0.3,0.41,0.39,1.3%
COc1ccc2oc(-c3ccc(C)c(NC(=O)c4ccc(N5CCOCC5)c([N+](=O)[O-])c4)c3)nc2c1,21%,i,0,-9,i,5,-1.1,1279,3.4,1388,0.5,1.8,7.2,-0.5,-0.041,-0.36,0.68,-3.2%
O=C(CSc1ncc(-c2ccc(F)cc2)[nH]1)Nc1cccc(O)c1,-2%,i,13,12,i,-6,0.33,698,-1.4,1134,5.1,3.4,9.2,-0.98,0.036,-0.34,0.65,-0.9%
CC(=O)NCC1CCCN(Cc2cn(-c3ccccc3F)nc2-c2cc(C)sc2C)C1 (stereo not drawn),0%,i,-13,-4,i,-4,0.82,1535,-0.6,1014,2.3,1.0,6.5,-0.4,-0.028,0.15,0.47,0.9%
O=C(CSc1nc(O)c(C2CCCCC2)c(=O)[nH]1)NCC1CCCO1 (stereo not drawn),.,i,3,0,i,-15,.,.,.,.,2.0,1.0,1.5,-0.72,-0.19,-0.32,0.71,.
O=C(Nc1ccon1)c1ccc(N2CCCCC2)c([N+](=O)[O-])c1,-7%,i,10,8,i,8,0.32,1267,-3.1,1040,5.2,1.6,2.3,0.051,-0.3,0.21,-0.14,-2.8%
Cc1cc(OCCCn2ccnc2)cc(C)c1Cl,0%,i,66*,60*,i,16,-1.8,923,2.5,910,4.7,1.2,1.6,-0.64,-0.15,0.019,0.4,3.3%
C=CCSc1nnc(NC(=O)c2ccc(NC(C)=O)cc2)s1,13%,i,.,.,.,.,-0.27,1326,-5.0,1204,.,.,.,-0.38,-0.21,-0.19,0.33,0.2%
Cc1cc2c(s1)c1cnn(CC(=O)NCCc3ccccc3)c(=O)c1n2C,21%,i,-18,-10,i,14,0.12,1471,-2.0,1055,3.8,1.7,5.0,-0.73,-0.22,-0.14,0.1,7.8%
CC(=O)c1cccc(NC(=O)NCc2ccco2)c1,-6%,i,-13,-14,i,-4,0.38,2045,1.5,993,3.6,2.8,7.7,-1.5,-0.26,-0.77,1.4,-0.3%
CCCC(=O)Nc1sc(Cc2ccccc2)c(C)c1C(N)=O,-1%,i,48,18,i,-10,-0.6,1424,-0.7,1062,2.4,1.4,5.2,-0.54,-0.35,-0.21,0.53,-1.7%
CCOC(=O)CNC(=O)C12CC3CC(CC(C3)C1)C2,3%,i,-11,10,i,13,-0.2,1445,5.1,809,3.1,2.9,9.0,0.65,-0.2,0.81,-0.54,-0.9%
COc1ccc(CCN=c2c([N+](=O)[O-])nn(-c3cccc(C)c3)n2O)cc1OC,-2%,i,16,18,i,6,-0.85,1136,0.1,1068,7.2,3.7,1.6,-0.0076,-0.28,0.25,0.71,-1.5%
O=C(CCN1C(=O)C2C3C=CC(C3)C2C1=O)Nc1c(F)cc(F)cc1Br (stereo not drawn),-1%,i,-7,-1,i,-7,0.05,1249,.,.,2.4,1.8,6.8,2.8,-0.22,1.4,-1.1,-0.6%
COc1c(C)cccc1C(=O)Nc1cc(Cl)ccc1N1CCOCC1,7%,i,-4,-26,i,-3,.,.,.,.,2.4,1.8,9.4,0.17,-0.28,-0.00072,0.79,-1.0%
O=C(CCNC(=O)c1ccccc1Cl)Nc1nc2ccccc2s1,-2%,i,-1,-2,i,-2,-0.22,1347,0.5,1080,2.1,2.8,1.7,-0.33,-0.26,-0.056,0.36,-1.8%
Cc1cc(C(=O)NC(C)C2CCCO2)no1 (stereo not drawn),1%,i,2,-4,i,16,-0.4,1571,-2.9,1043,7.4,1.9,9.7,0.35,-0.26,0.62,0.04,0.3%
CCN(CC)C(=O)Cn1cnc2ccccc2c1=O,4%,i,-21,9,i,28,.,.,-2.1,499,3.1,1.5,1.3,0.19,-0.25,0.062,0.67,1.3%
Cc1nn(-c2ccc(F)cc2)c2sc(C(=O)OCC(=O)N3CCC(C)CC3)cc12,18%,i,3,-5,i,1,0.47,1206,0.7,990,3.0,1.9,9.0,0.2,-0.16,0.31,0.18,-0.4%
COc1ccc(C2/C=C\CN(S(=O)(=O)c3ccc(C)cc3)CC(=O)N2Cc2ccc(F)cc2)cc1 (stereo not drawn),16%,i,.,.,.,.,.,.,-0.7,1168,.,.,.,-0.67,-0.78,-0.26,0.12,1.2%
O=C(NCc1ccccc1)NC(O)C(Cl)(Cl)Cl (stereo not drawn),4%,i,-31,-6,i,-7,0.96,1481,2.4,959,2.0,2.7,9.0,-0.48,-0.21,-0.32,1.2,0.2%
COC(=O)c1ccc(COc2ccc3c(C)c(C)c(=O)oc3c2)o1,5%,i,-4,-6,i,-10,3.5*,1151*,.,.,4.0,1.8,4.0,-0.67,-0.22,0.012,0.21,-3.2%
NC(=O)CNc1ncc(C(F)(F)F)cc1Cl,4%,i,-9,-25,i,-8,-1.1,1289,-1.1,1130,3.1,2.4,7.6,0.071,-0.21,-0.29,0.15,0.8%
COc1cccc(/C=N/NC(=O)CSc2nnc(C)n2-c2ccccc2)c1O,-6%,.,14,17,i,6,-0.11,1556,2.1,1383,1.5,2.0,1.4,-0.043,-0.2,0.68,0.34,-1.1%
Cc1ccc(C(=O)N2CCN(c3ccc(NC(=O)COc4ccccc4C)cc3)CC2)cc1,-5%,i,44,24,i,-5,-0.44,1486,-0.7,1079,3.0,2.5,15,-1,1.3,0.36,-0.97,-1.1%
CCN(CC)Cc1c(-c2ccccc2)[nH]c2ccc(C)cc2c1=O,-5%,i,-5,2,i,-6,.,.,.,.,3.0,2.5,9.0,-0.83,-0.26,-0.27,0.59,-0.4%
CC(OC(=O)CCc1nc2ccccc2c(=O)[nH]1)C(=O)c1ccc(C(C)(C)C)cc1 (stereo not drawn),7%,i,20,-14,i,2,0.19,1225,1.0,923,4.2,2.9,9.9,-0.77,-0.28,-0.68,0.45,0.0%
Cc1ccc(C(C)C)c(OCCNC(=O)c2cncc(Br)c2)c1,1%,i,39,35,i,-13,-0.07,1687,-2.2,1372,2.2,2.0,7.5,0.068,-0.2,0.66,0.064,1.6%
O=S(=O)(c1ccc(F)c(F)c1)N1CCN(Cc2ccc3c(c2)OCO3)CC1,16%,i,-6,-1,i,-6,-0.95,1295,-7.5,983,2.0,1.9,14,0.29,-0.21,0.13,-0.3,-3.1%
COc1ccc(C(=O)CSc2nccc(=O)[nH]2)cc1,-7%,i,-15,-9,i,-4,.,.,-0.7,1094,3.3,2.2,6.8,0.79,-0.25,0.26,0.28,-1.3%
CCOC(=O)C1CCN(Cc2ccc(O)c(OC)c2)CC1,-1%,i,0,10,i,-1,.,.,-0.7,1178,1.5,1.6,11,-0.31,-0.22,0.076,0.82,0.2%
CC1CN(C(=S)c2cccc([N+](=O)[O-])c2)CC(C)O1 (stereo not drawn),28%,i,14,4,i,-10,0.3,1596,3.8,903,1.8,2.0,8.4,-0.13,-0.21,0.55,-0.23,-2.1%

# Entries shown so far containing bromine:
SMILES,AID2073,Yfh1-depleted yeast,WT yeast gro inh,WT yeast gro inh mutant strain,Autophagy mod,Autophagy mod cell loss 18 h,Insulin prom up,Insulin prom up cell count,b-catenin transl,b-catenin transl cell count 5 µM,MT stabilizer,MT stabilizer Hoechst-high %,MT stabilizer cytotoxicity %,Dynein transport,Dynein transport cytoplasmic EGFP,Dynein transport nuclear GR-EGFP,Dynein transport cell count,HIV peptide binding
O=C(CCN1C(=O)C2C3C=CC(C3)C2C1=O)Nc1c(F)cc(F)cc1Br (stereo not drawn),-1%,i,-7,-1,i,-7,0.05,1249,.,.,2.4,1.8,6.8,2.8,-0.22,1.4,-1.1,-0.6%
Cc1ccc(C(C)C)c(OCCNC(=O)c2cncc(Br)c2)c1,1%,i,39,35,i,-13,-0.07,1687,-2.2,1372,2.2,2.0,7.5,0.068,-0.2,0.66,0.064,1.6%
